# Assay outcomes (PubChem)
# GAA glycogen mod = qHTS Assay for Inhibitors and Activators of Human alpha-Glucosidase Cleavage of Glycogen; Lysosomal alpha-glucosidase (Homo sapiens), P10253; Potency, µM (highest dose often 76.4 µM), without a hit: at the highest dose activity change, negative = inhibition, usual class: inhibitors; 300,000 compounds, 0.38% hits; recombinant GAA, glycogen substrate, Amplex Red glucose oxidase fluorescence; active = well fitted inhibition curve with a large enough effect; inconclusive = small, poorly fitted or top-dose-only effect, or another doubt; inactive = no such curve, though single readings can be large or run the other way;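 note: 0% = full enzyme reaction and -100% = no-enzyme basal signal; the screen sought inhibitors and activators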
#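 Recombinant human alpha-glucosidase (4 nM final) hydrolysed bovine liver glycogen (30 ug) for 40 min at 37 C in pH 5.0 citrate/phosphate with 0.01% Tween-20. Released glucose detected by glucose oxidase/Amplex Red, Ex 573/Em 610 nm. Compounds up to 77 uM; AC50 from Hill fits.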
# An asterisk follows results filed as active; ? = inconclusive; & = joins results of further samples; [ ] = dose if it differs, or a comment. Potency is the fitted concentration of half-maximal effect. A portion of the library, so the mix of outcomes need not match the whole.
SMILES,GAA glycogen mod
Cc1ccc(N=Nc2ccc(O)cc2)c(Br)c1,7.9%[76.3 µM]
CCC1CCCCN1CC(=O)N1CCCc2c1c(=O)oc1ccc(OCc3ccccc3)cc21 (stereo not drawn),-3.5%[76.3 µM]
COc1ccccc1NC(=O)NNC(=O)CCN1CCOCC1,-4.4%[76.3 µM]
Cn1c(CNC(=O)c2ccccc2F)nnc1SCC(=O)Nc1nncs1,-0.4%
C=CCn1c(=O)c2ccccc2n2c(SCC(=O)NC)nnc12,2.6%
CC(=O)NC12CC3CC(C1)CC(C(=O)NCc1ccc(C)cc1)(C3)C2,-0.3%
Clc1cccc(CN2CCSCC2)c1Cl,-3.1%[76.3 µM]
COc1ccc(CCNC(=O)CCn2c(=O)c3cccn3c3ccc(F)cc32)c(OC)c1OC,5.3%&11.7%[76.3 µM]
O=C(N/N=C1/CC2C=CCC12)c1cccs1 (stereo not drawn),6.9%[76.3 µM]
COc1ccc(CC(=O)N/N=C/c2ccc(Cl)s2)cc1OC,1.9%
O=C(NC(=S)NCc1ccccc1)c1cccs1,1.6%[76.3 µM]
Cn1ncc(Cl)c1C(=O)NNC(=O)Nc1cccc2ccccc12,1.9%[76.3 µM]
Cc1cc(OC(=O)c2ccc(F)cc2)c([N+](=O)[O-])c(=O)[nH]1,-3.0%[76.3 µM]
Cc1ccc(/C=C2\SC(=S)N(NS(=O)(=O)c3ccc(C)cc3)C2=O)cc1,7.8%[76.3 µM]
COc1ccc(Cl)cc1NC(=O)Cn1cc2c(n1)CCC(C)C2 (stereo not drawn),-10.7%[76.3 µM]
Cc1ccn2cc(-c3cccc(NC(=O)CCC(=O)O)c3)nc2c1,-11.0%[76.3 µM]
O=C(c1ccc(Br)cc1)N(Cc1ccco1)c1ccccn1,8.9%[76.3 µM]
CC(=O)Nc1ccc(S(=O)(=O)Nc2ccccc2C(=O)N2CCCCC2)cc1,-7.8%
O=C(Nc1nc2c(Cl)c(Cl)ccc2s1)C1CC1,-1.5%[76.3 µM]
O=C(O)c1ccc(-c2nnc(-c3cccc(Br)c3)o2)cc1,-4.3%
CCCCNC(=O)CN1C(=O)COc2ccc(S(=O)(=O)N3CCCCCC3)cc21,-10.2%&-5.3%[76.3 µM]
NC(=O)C1CCCN1S(=O)(=O)c1ccc2ccccc2c1 (stereo not drawn),1.3%[76.3 µM]
CCn1c(=NC(=O)CCS(=O)(=O)c2ccccc2)sc2cccc(OC)c21,-1.3%[76.3 µM]
CCn1cnc2c1c(=O)n(Cc1cccc(Br)c1)c(=O)n2Cc1ccccc1,-18.9%
O=C(c1cccnc1)c1ncc(C(F)(F)F)cc1Cl,-2.2%
O=C(C1CC(=O)N(c2ccccc2)C1)N1CCCCCC1 (stereo not drawn),-1.3%[76.3 µM]
Cc1cc([N+](=O)[O-])ccc1NCc1ccc2c(c1)OCCO2,-8.2%[76.3 µM]
COc1cccc(CN2CCSCC2)c1OC,0.4%[76.3 µM]
[N-]=[N+]=NCC/C=C\C1NS(=O)(=O)OCC1O (stereo not drawn),9.4%[76.3 µM]
O=C(c1ccco1)N1CCN(Cc2cccc3ccccc23)CC1,-15.8%
CCOC(=O)N1CCN(C/C(Cl)=C/c2ccccc2)CC1,14.3%[76.3 µM]
Cn1cc(S(=O)(=O)N2CCCC2)cc1C(=O)NCCc1ccccc1,17.6%[76.3 µM]
Cc1ccc(-n2ncc3c(=O)n(CC(=O)N(C(C)C)C(C)C)cnc32)cc1,-1.3%[76.3 µM]
CNC(=O)CSc1nc2cc(S(=O)(=O)Nc3ccccc3OC)ccc2o1,-0.8%[76.3 µM]
CC1CCC(Nc2nc3c(-c4cccc(C(F)(F)F)c4)nnn3c3ccccc23)CC1 (stereo not drawn),11.4%[76.3 µM]
CSCC[C@H](NC(=O)C1CCC(CNC(=O)[C@@H]2CCCN2C(=O)OC(C)(C)C)CC1)C(=O)O (stereo partly drawn),7.5%
CCN1CSC(=S)N(Cc2ccccc2)C1,-4.3%
CCOC(=O)c1c(NC(=O)c2cc(-c3cccc(OC)c3)on2)sc2c1CCCC2,-17.9%[76.3 µM]
Clc1cccc(Cl)c1/C=C/c1ccn[nH]1,8.3%
Cc1cc(C(=O)NC2CCCCC2C)c2ccccc2n1 (stereo not drawn),4.9%[76.3 µM]
COc1ccc2nc(NC(=O)c3cc(=O)c4cc(C)c(C)cc4o3)sc2c1,13.2%[76.3 µM]
O=C(Nc1ccc(F)cc1F)C1CCN(C(=O)c2cnn(-c3ccccc3)c2-n2cccc2)CC1,-14.8%[76.3 µM]
O=C(c1ccc(F)cc1)N1CCN(C2CCCCC2)CC1,1.8%[76.3 µM]
Nc1nc(N)c(S(=O)(=O)c2ccccc2)c(Nc2ccccc2)n1,0.0%[76.3 µM]
Cc1cccc(OCC(O)Cn2ccnc2C)c1 (stereo not drawn),1.5%[76.3 µM]
COCCCNC(=S)N1CCN(c2nc(-c3ccccc3)cs2)CC1,8.6%[76.3 µM]
COc1cc(-c2nnc(SCC(=O)N3CCCc4ccccc43)o2)cc(OC)c1OC,12.8%[76.3 µM]
CCOC(=O)N1CCc2c(sc3c2c(=O)n(-c2ccc(Cl)cc2)c(=O)n3CC(=O)c2ccc(F)cc2)C1,12.4%[76.3 µM]
Cc1ccc(C(=O)N2CC(=O)NC(=O)C2)cc1,8.4%[76.3 µM]
Cc1ccccc1NC(=O)NNC(=O)c1ccc2ccccc2c1,-0.3%[76.3 µM]
Cn1c(CCNC(=O)c2ccco2)nc2cc(NC(=O)c3ccccc3Cl)ccc21,-2.2%
Cc1ccc2occ(CC(=O)Nc3ccc(S(N)(=O)=O)cc3)c2c1,1.8%[76.3 µM]
COc1ccc(Cn2ccnc2SCC(=O)NC2CCCC2)cc1,-15.4%[76.3 µM]
CC(C)Cn1c(C23CC4CC(CC(C4)C2)C3)n[nH]c1=S,-7.3%[76.3 µM]
COc1cccc(NC(=O)Nc2cc(-c3cn4cccnc4n3)ccc2OC)c1,9.7%[76.3 µM]
Cc1ccc(C(=O)NCc2ccncc2)cc1S(=O)(=O)N1CCOCC1,-11.5%[76.3 µM]
CSc1nc2sc3c(c2c(=O)n1C)CCC3,0.5%[76.3 µM]
CC(C)(C)C(=O)Nc1ccc(/C=C/C(=O)c2ccco2)cc1,-4.4%[76.3 µM]
CNC(=S)NNC(=O)c1cccn(Cc2cccc(C(F)(F)F)c2)c1=O,-14.3%
CCc1ccc(-c2nc(SCC(=O)NCC3CCCO3)c(-c3ccc(F)cc3)[nH]2)cc1 (stereo not drawn),11.2%[76.3 µM]

# Reformatted as labelled records: 2 of the compounds above.
> CSc1nc2sc3c(c2c(=O)n1C)CCC3
  GAA glycogen mod: 0.5%[76.3 µM]

> COc1cc(-c2nnc(SCC(=O)N3CCCc4ccccc43)o2)cc(OC)c1OC
  GAA glycogen mod: 12.8%[76.3 µM]

# Additional compounds:
SMILES,GAA glycogen mod
CCOc1cc(C(=O)Nc2ccc(-c3nnc4n3CCCCC4)cc2)cc(OCC)c1OCC,-2.3%[76.3 µM]
CCOc1ccc(NC(=O)CSc2oc(-c3ccco3)nc2S(=O)(=O)c2ccccc2)cc1,5.7%[76.3 µM]
COc1ccc2c(CNCc3cccs3)c(C(=O)O)n(Cc3ccc(F)cc3)c2c1,13.4%[76.3 µM]
CCOc1ccccc1N1CCN(CC(O)COCc2cccs2)CC1 (stereo not drawn),-5.2%[76.3 µM]
CCCCNC(=O)c1nn(-c2ccc(CC)cc2)nc1CO,-4.9%[76.3 µM]
COC(=O)CSc1nc2c(cnn2-c2ccc(Cl)cc2)c(=O)[nH]1,6.7%
Cc1c(C)c(C)c(S(=O)(=O)NCCc2ccccn2)c(C)c1C,0.7%[76.3 µM]
CCCCSc1nnc2n(-c3ccc(OC)cc3)c(=O)c3c4c(sc3n12)COC(C(C)C)C4 (stereo not drawn),8.6%[76.3 µM]
NS(=O)(=O)c1cccc(NC(=O)c2cccc(Oc3ccccc3)c2)c1,-6.0%
COc1cc(NC(=O)C2=CC(c3ccc(C)cc3)=NS(=O)(=O)N2C)cc(OC)c1OC,-6.1%[76.3 µM]
O=C(CCn1c(=O)c2cccn2c2cccnc21)NCc1cccc(Cl)c1,4.5%[76.3 µM]
COc1ccccc1NC(=O)CCC(=O)N1CC(C)Oc2ccc(C)cc21 (stereo not drawn),19.7%&1.4%[76.3 µM]
Cc1cc(Br)ccc1NC(=O)C1CCCN(S(=O)(=O)c2cccc3nonc23)C1 (stereo not drawn),10.5%[76.3 µM]
CCN(Cc1ccncc1)C(=O)CCc1ccccc1,1.7%[76.3 µM]
COc1ccccc1OCCn1c(-c2ccc(Cl)cc2)nc2ccccc2c1=O,18.9%[76.3 µM]
COc1ccc(Br)cc1/C=N/n1c(-c2ccccc2)n[nH]c1=S,-6.6%[76.3 µM]
Cc1cc2nc(-c3ccc(OCc4ccccc4F)cc3)cc(C(F)(F)F)n2n1,-21.7%[76.3 µM]
CC(=O)N/C(=C\c1ccccc1)C(=O)OCc1cc(C)ccc1C,0.8%
Cc1ccc(-c2[nH]ncc2C(=O)c2cccc(F)c2)c(O)c1,-14.0%
CCn1c(SCC(=O)Nc2nc(C)cs2)nnc1-c1ccncc1,1.6%

# Given tab-delimited: part of the list above
Structure	GAA glycogen mod
CCOc1cc(C(=O)Nc2ccc(-c3nnc4n3CCCCC4)cc2)cc(OCC)c1OCC	-2.3%[76.3 µM]
CCOc1ccc(NC(=O)CSc2oc(-c3ccco3)nc2S(=O)(=O)c2ccccc2)cc1	5.7%[76.3 µM]
COc1ccc2c(CNCc3cccs3)c(C(=O)O)n(Cc3ccc(F)cc3)c2c1	13.4%[76.3 µM]
CCOc1ccccc1N1CCN(CC(O)COCc2cccs2)CC1 (stereo not drawn)	-5.2%[76.3 µM]
CCCCNC(=O)c1nn(-c2ccc(CC)cc2)nc1CO	-4.9%[76.3 µM]
COC(=O)CSc1nc2c(cnn2-c2ccc(Cl)cc2)c(=O)[nH]1	6.7%
Cc1c(C)c(C)c(S(=O)(=O)NCCc2ccccn2)c(C)c1C	0.7%[76.3 µM]

# More structures follow:
SMILES,GAA glycogen mod
CCOc1ccc(C(=O)N2CCCCC2CCN2CCOCC2)cc1 (stereo not drawn),1.5%[76.3 µM]
CC(=O)Nc1ccc(NC(=O)c2sc(-c3ccccc3)nc2C)cc1,7.2%
CCC(C)NC(=O)C1CCC(CNS(=O)(=O)c2ccc3c(c2)N(C(C)=O)CCO3)CC1 (stereo not drawn),-9.2%[76.3 µM]
CCCCc1cc(=O)oc2cc(C)cc(OC(C)C(=O)NCc3ccccn3)c12 (stereo not drawn),-0.8%[76.3 µM]
Cc1ccc(-c2nc3ncccc3o2)cc1NC(=O)c1ccccc1Br,5.9%[76.3 µM]
O=C1C(=O)N(CCS(=O)(=O)c2ccccc2)c2ccc(F)cc21,1.3%[76.3 µM]
O=C(Nc1ccccc1)N(Cc1ccc(F)cc1)c1ccccn1,-9.5%[76.3 µM]
O=C(Nc1cccc(F)c1)C1CCCN(S(=O)(=O)c2cccc3cccnc23)C1 (stereo not drawn),-3.7%&-18.5%[76.3 µM]
CCOc1ccc(CCNC(=O)CCS(=O)(=O)c2ccc(C)cc2)cc1OCC,-0.9%
CCCOc1ccc(/C=C2\SC(N)=NC2=O)cc1OC,3.7%
O=C(OCC1OC(n2cc(Br)c(=O)[nH]c2=O)C(Br)C1O)c1ccccc1 (stereo not drawn),-0.3%
COc1ccc(CCNC(=O)C2CCCN(S(=O)(=O)c3ccc4c(c3)oc(=O)n4C)C2)cc1OC (stereo not drawn),5.6%[76.3 µM]
COCCN(Cc1ccc(C)c(Br)c1)C(=O)Cn1cnc(S(=O)(=O)N2CCCC2)c1,-2.1%[76.3 µM]
CCOc1ccc(NC(=O)COc2cccc3c2CCN(Cc2cccnc2)C3=O)cc1,-5.6%[76.3 µM]
Cc1ccc(CN2[C@@H](c3ccccc3)COCCS2(=O)=O)cc1,-10.6%[76.3 µM]
CCOc1ccccc1NC(=O)N1c2ccccc2Sc2ccccc21,1.5%[76.3 µM]
CC(C)Oc1ccc(C(=O)NCCCNC(=O)c2ccccn2)cc1,-16.2%
CCCCNC(=O)CCn1c(=O)c2ccccc2n(Cc2cccc(Cl)c2)c1=O,-4.3%[76.3 µM]
COc1ccc(Nc2cc(C(=O)NC3CCCC3)c3ccccc3n2)c(OC)c1,-0.3%&-15.2%[76.3 µM]
Cc1ccc2c(c1)N(CCC(=O)NC1CCCCC1)C(=O)CO2,-2.4%
O=C(/C=C/c1ccc(Cl)cc1)NC(=S)Nc1ccc(C(=O)O)cc1,4.0%
Fc1ccc(NC(=S)N2CCOCC2)c(F)c1,-5.5%[76.3 µM]
COc1ccccc1CNc1ncccn1,14.9%[76.3 µM]
CCOc1ccc(Cn2nnc(C(=O)Nc3ccc(Cl)cc3)c2N)cc1,20.2%[76.3 µM]
COc1ccc(CNC(=O)CCCn2ccc3cc(S(=O)(=O)N4CCCC4)ccc32)cc1,-17.5%[76.3 µM]
CCCn1cc(S(=O)(=O)c2cc(C)ccc2C)c(=O)c2cc(F)c(N3CCOCC3)cc21,?
Cc1ccc(C(=O)Nc2c[nH]c(=O)[nH]c2=O)cc1,-15.1%[76.3 µM]
CCOC(=O)c1c(Nc2ccc(OCC)cc2)nnc(-c2ccccc2)c1-c1ccccc1,-11.9%[76.3 µM]
COc1ccc(CCNC(C)C(=O)Nc2ccc(S(N)(=O)=O)cc2)cc1 (stereo not drawn),0.1%
COc1ccc(NC(=O)CN(C)S(=O)(=O)c2cnc[nH]2)cc1OC,-2.7%[76.3 µM]
COc1ccc(OC)c(NC(=O)CCCC(=O)NC2CCCCC2)c1,-9.5%[76.3 µM]
CCCn1nc(C(=O)NNC(=O)CCCOc2ccc(C)cc2)c2ccccc2c1=O,-4.9%[76.3 µM]
COc1ccc(-n2nc(C(=O)NCCc3ccc(OC)c(OC)c3)c3c4ccccc4n(C)c3c2=O)cc1,-13.4%[76.3 µM]
